Assay outcomes deposited in PubChem by several laboratories.
VLA-4 inh: inhibition in human VLA-4 binding assay, primary screen, VLA-4 allosteric modulator project, MLPCN library, flow cytometry, VLA-4 expressing cells. ligand binding flow cytometry. inhibition, % (about 7 µM as worked out from the volumes in the protocol). actives 0.2% (n = 330,000); in the data active means inhibition above about 50%
Target sequence (P13612 whole entry, looked up): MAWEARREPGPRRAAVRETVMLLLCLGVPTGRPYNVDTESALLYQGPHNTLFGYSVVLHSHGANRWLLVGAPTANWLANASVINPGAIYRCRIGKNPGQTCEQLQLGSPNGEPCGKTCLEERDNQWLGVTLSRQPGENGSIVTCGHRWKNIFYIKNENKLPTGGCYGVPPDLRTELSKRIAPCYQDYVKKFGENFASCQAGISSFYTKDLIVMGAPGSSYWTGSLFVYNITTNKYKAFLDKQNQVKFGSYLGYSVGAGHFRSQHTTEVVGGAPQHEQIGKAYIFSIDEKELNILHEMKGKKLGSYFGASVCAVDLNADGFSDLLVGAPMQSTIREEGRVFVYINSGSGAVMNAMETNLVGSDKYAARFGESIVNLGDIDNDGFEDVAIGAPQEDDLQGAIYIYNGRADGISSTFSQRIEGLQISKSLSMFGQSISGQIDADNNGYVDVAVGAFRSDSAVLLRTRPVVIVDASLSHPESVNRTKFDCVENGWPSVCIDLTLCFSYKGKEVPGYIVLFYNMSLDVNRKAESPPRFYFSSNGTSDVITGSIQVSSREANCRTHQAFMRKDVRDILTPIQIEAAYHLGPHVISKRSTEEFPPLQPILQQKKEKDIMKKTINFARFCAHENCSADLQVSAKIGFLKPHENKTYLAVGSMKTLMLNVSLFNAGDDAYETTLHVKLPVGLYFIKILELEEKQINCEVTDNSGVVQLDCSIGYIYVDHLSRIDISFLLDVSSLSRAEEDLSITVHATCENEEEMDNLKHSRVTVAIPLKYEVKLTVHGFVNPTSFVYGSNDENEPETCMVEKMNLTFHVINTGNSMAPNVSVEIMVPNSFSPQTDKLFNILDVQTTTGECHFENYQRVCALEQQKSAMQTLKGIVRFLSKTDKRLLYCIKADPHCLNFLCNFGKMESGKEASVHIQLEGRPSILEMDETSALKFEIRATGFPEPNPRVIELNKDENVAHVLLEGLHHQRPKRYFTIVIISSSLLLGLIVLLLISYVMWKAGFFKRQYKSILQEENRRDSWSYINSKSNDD
GLD-1 RNA inh: GLD-1/TGE RNA complex disruptors, primary screen, biochemical, fluorescence polarization. Female germline-specific tumor suppressor gld-1 (Caenorhabditis elegans), Q17339. AID 2280, 2010. inhibition, % at 5.96 µM. actives 0.44% (n = 320,000). purified GLD-1 + fluorescein TGE RNA;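 active means percent inhibition above a per-plate cutoff, the plate mean of test compounds plus 3 SD, cut at about 30% in these data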;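 further: 0% = DMSO wells with GLD-1 and probe and 100% = wells lacking GLD-1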
MEX-5 binding: MEX-5 zinc finger RNA-binding disruptors – biochemical, C. elegans, fluorescence polarization, MLPCN library, primary screen; MEX-5/FITC-TCR2 RNA binding; hits give low values; actives 0.38% (n = 300,000); activity score (negative = inhibition of binding), % at 10 µM;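 active means inhibition past about -25% in most replicates, and total fluorescence under double the plate's negative control median, limit read from the data; inconclusive means replicates evenly split on the limit, or fluorescence at least double controls; inactive means too little inhibition in most replicates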;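 further: 0% = DMSO and -100% = 5 µM competing unlabeled TCR2 RNA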
Fam108B counter: mouse Fam108B serine hydrolase inhibitors, primary screen, counter-screen for RBBP9 inhibitor project, biochemical, fluorescence polarization | recombinant Fam108B, FP-Rh probe fluorescence polarization | inhibition, % at 9.51 µM | actives 0.33% (n = 300,000) | AID 1947, 2009;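 active means inhibition above the screen mean inhibition plus 3 SD, computed separately per campaign, cut at about 18% in these data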;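 further: inhibitors lower polarization as less probe binds the enzyme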
CIT2-GFP yeast: modulators of CIT2-GFP expression in yeast, primary screen, S. cerevisiae, GFP fusion, multiplex flow cytometry, MLPCN library; actives 0.065% (n = 320,000); GFP response vs DMSO, % at 10 µM; S. cerevisiae CIT2-GFP strain, 3 h; 100 means same as DMSO wells;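 active means GFP response relative to DMSO above a set limit, near the screen mean plus 3 SD, cut at about 150% in these data; inconclusive means Fewer than 70 cells measured for a yeast strain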;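 further: ratio of well median GFP fluorescence to mean of DMSO wells on the plate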
MCL1 BIM primary: inhibitors of MCL1 binding to BIM-BH3, primary screen, biochemical, fluorescence polarization | inhibition, % at 10.9 µM | GST-MCL1 / FITC-Bim-BH3 fluorescence polarization | actives 0.68% (n = 320,000);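 active means inhibition above the mean inhibition of all tested compounds plus 3 SD, set per campaign, cut at about 40% in these data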;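 further: 0% = DMSO wells and 100% = unlabeled Bim-BH3 peptide control; higher means more loss of mP so more displacement of Bim peptide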
GRK2 inh: compounds blocking aptamer binding on GRK2 – biochemical, human GRK2, bead flow cytometry, HTS, primary screen. FAM-aptamer displacement from GRK2. inhibition of aptamer binding, % at 10 µM. actives 0.59% (n = 330,000). AID 488847, 2010;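 active means inhibition of aptamer binding above 40%, roughly 3 SD of noise, on plates passing a quality check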;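 further: median bead fluorescence of bound FAM aptamer so fluorescent compounds give negative values; no value below 0 was filed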
Bcl-xL primary: inhibitors of human Bcl-xL, primary screen, biochemical, fluorescence polarization, HTS. Bcl-2-like protein 1 (Homo sapiens), Q07817. GST-Bcl-xL / FITC-Bim BH3 peptide fluorescence polarization. inhibition, % at 10.9 µM. actives 0.7% (n = 320,000);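 active means inhibition above the mean of all tested compounds plus 3 SD, cutoff set per campaign, cut at about 30% in these data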;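 further: 0% = DMSO wells and 100% = unlabeled Bim-BH3 peptide competitor; inhibitors lower millipolarization by displacing the labeled peptide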
AGP1 TOR yeast: modulators of AGP1-GFP expression in yeast TOR pathway, primary screen, cell-based, multiplex flow cytometry, S. cerevisiae, MLPCN library; 3 h; GFP as percent of DMSO wells; GFP response vs DMSO, % at 10 µM; actives 0.02% (n = 320,000); AID 2066, 2009;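 active means GFP response relative to DMSO above a set limit, near screen average plus 3 SD, cut at about 150% in these data; inconclusive means fewer than 70 cells counted for the yeast strain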;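 further: median GFP channel fluorescence of the gated AGP1 strain per well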
The depositor's hits bear a star; ? = inconclusive; . = no result given.

SMILES	VLA-4 inh	GLD-1 RNA inh	MEX-5 binding	Fam108B counter	CIT2-GFP yeast	MCL1 BIM primary	GRK2 inh	Bcl-xL primary	AGP1 TOR yeast
CCOc1ccc(NC(=O)CN(C)C(=O)c2ccccc2OCc2cccc(C)c2)cc1OCC	4	13	.	.	108	-5	0	4	108
NS(=O)(=O)c1ccc(N/N=C/c2ccccn2)c([N+](=O)[O-])c1	12	-1	0.8	-3	101	6	0	5	103
CC(=O)/C(=N\Nc1ccc(Cl)cc1)Sc1nnc(-c2ccccc2)n1-c1ccccc1	4	3	3.1	-6	103	-1	0	-1	103
O=C(CSc1nnnn1Cc1ccccc1)Nc1ccc2c(c1)OCCO2	4	-3	0.6	2	98	1	1	5	95
Cc1ccc2nc(/N=C(\N)NC(=O)NC3CCCCC3)nc(C)c2c1	-3	-4	-2.1	-6	97	2	0	0	102
O=C(CCCC(=O)N(CC(=O)NC1CCCCC1)Cc1ccco1)Nc1ccccn1	2	0	0.4	3	110	12	0	2	77
O=C(NC1CCCCC1)C(c1ccc(Cl)cc1)N1CCC2(CC1)OCCO2 (centres undefined)	15	2	-1.0	-2	105	7	0	3	111
C/C(N)=C(/C#N)C(=O)COC(=O)c1ccc(NC(N)=O)cc1	-2	-4	1.4	3	107	-10	1	4	108
Cc1cccc(NC(=O)c2ccc(OCC3CCCO3)cc2)c1C (centres undefined)	12	0	0.5	2	102	-17	0	-4	96
CN(Cc1ccccc1NS(=O)(=O)c1ccc(Cl)cc1)C1CCCCC1	-2	9	-0.3	1	96	-2	0	0	98
CC1CC(OC(=O)CN2CCCCC2)CC(C)(C)C1 (centres undefined)	11	-7	1.8	1	102	-12	0	-3	115
O=S(=O)(Nc1ccc(OC(F)F)cc1)c1ccc(-c2ccon2)s1	2	-10	1.5	2	94	-8	0	-2	97
COc1ccc(S(=O)(=O)NC2CC(=O)N(c3ccc(C)c(C)c3)C2)cc1 (centres undefined)	-15	9	-0.2	-5	89	1	0	5	99
COC(=O)c1ccc(Cn2nnc3c(=O)[nH]c(C4CCCN(S(=O)(=O)c5ccccc5)C4)nc32)cc1 (centres undefined)	12	6	-0.7	1	100	8	6	3	99
COc1cccc2sc(Nc3nc(-c4ccccn4)cs3)nc12	-26	-2	2.9	17	73	1	1	4	87
O=C(NNC(=O)c1sccc1-n1cccc1)c1ccc(Cl)cc1	-2	0	2.4	2	99	0	2	3	108
CCOC(=O)c1sc(C)c2c1NC1(CCCCCC1)NC2=O	7	-2	1.1	-2	86	-2	0	2	99
CC(C)CCn1c(CN2CCOCC2)nc2c1c(=O)n(C)c(=O)n2C	2	-1	-0.6	0	110	0	1	6	102
Cc1ccc(NC(=O)CCC(=O)NNC(=O)c2ccccc2)c(C)c1	-10	1	0.8	2	104	3	1	7	102
O=C(OCC(=O)N1CCCc2ccccc21)c1ccc(Cl)nc1	4	4	1.2	4	97	2	1	5	94
COc1ccc(NC(=O)CCCN2C(=O)C3CC=CCC3C2=O)cc1 (centres undefined)	2	4	-1.5	2	98	1	1	5	98
CCC(=O)NCCNC(=O)c1c(SC)nsc1SC	11	7	2.0	0	100	4	0	6	.
COc1ccc2oc(C(=O)OCC(=O)Nc3ccccc3)c(C)c2c1	-18	-2	-2.8	-2	92	-3	6	0	92
CCOC(=O)CCSc1nc(-c2ccccc2)cc(C(F)(F)F)n1	0	1	-2.1	2	105	10	2	8	97
COc1ccc(Cl)cc1C(=O)NCCS(=O)(=O)N1CCN(c2ccccc2F)CC1	20	-7	0.7	0	93	4	0	7	97
O=C(/C=C/c1ccccc1)NCCSCc1ccc(Cl)cc1	.	0	1.2	-4	.	1	.	2	.
c1ccc(-c2noc(CSc3nnnn3-c3ccccc3)n2)cc1	14	6	-0.2	5	90	-2	2	4	102
O=C(/C=C/c1ccccc1)NC(NC(=S)Nc1ccc(Cl)cc1Cl)C(Cl)(Cl)Cl (centres undefined)	0	10	-2.5	-72	97	0	0	7	97
O=C(Nc1ccc(C(=O)O)cc1)/C(=C/c1ccc([N+](=O)[O-])cc1)NC(=O)c1ccccc1	5	2	1.0	2	104	0	0	1	98
O=c1oc(-c2ccccc2)nc2sc3c(c12)CCC3	-7	4	-1.4	5	99	29	7	10	95
Cc1ccc(-c2nnn(CC(=O)O)n2)cc1	7	3	-1.4	2	94	2	3	6	91
Cc1ccc(NC(=O)Nc2cnccn2)cc1C	13	-1	0.0	1	103	2	2	1	88
CCc1ccccc1NC(=O)C1CCN(c2cnccn2)CC1	17	1	-0.8	2	103	-2	0	1	98
CCOC(=O)c1cc(-c2ccccc2C)n(CC2CC(c3cccc([N+](=O)[O-])c3)=NO2)n1 (centres undefined)	13	4	.	0	128	-1	1	2	97
CCOC(=O)c1c(-c2cccs2)csc1NC(=O)c1ccco1	-9	5	-0.1	0	104	-1	0	9	105
CCOC(=O)c1ccc(NC(=S)Nc2cccc(N)n2)cc1	5	10	-1.3	-8	98	7	4	11	100
O=C(Nc1ccc(S(=O)(=O)Nc2nccs2)cc1)c1ccc(=O)[nH]c1	8	1	-1.4	18*	101	19	0	19	102
COc1ccc(OCC(=O)NCc2ccc(Cl)cc2)cc1	19	-18	-0.6	-5	95	5	.	2	92
CCc1nnc(NC(=O)CSc2nnc(C3CCCCC3)n2-c2cccc(Cl)c2)s1	-7	1	-0.5	1	199*	-2	1	-3	198*
COc1ccc(N2CCN(CCCNC(=S)Nc3c(C)cccc3C)CC2)cc1	-2	0	1.4	-3	101	10	0	8	103
COc1ccc(NC(=O)CSc2nnc3ccc(-c4ccccn4)nn23)cc1OC	10	5	-1.9	3	86	-1	1	1	112
Cn1ccnc1C(O)c1cccc(OCc2ccccc2)c1 (centres undefined)	22	-1	1.2	0	91	8	0	6	92
Cc1ccc(NC(=O)CNC(=O)c2ccco2)nc1	-1	-1	-1.6	-5	96	-6	0	0	96
Cc1ccc(-c2ocnc2C(=O)N2CCOCC2)cc1	10	-2	-0.8	2	104	2	1	0	100
CC(=O)c1c(C)nc(-c2ccc(Cl)cc2)nc1N	4	6	1.7	-1	92	10	1	4	95
N#Cc1cccc(NC(=O)CSc2cccc[n+]2[O-])c1	0	-2	.	.	103	.	0	.	96
Cc1cccc(C2(c3cccc(C)c3)CC2C(=O)NCC2CCCO2)c1 (centres undefined)	9	-4	0.4	4	97	0	0	3	99
O=C(CCC(=O)OCC(F)(F)C(F)F)Nc1ccc(Cl)cc1	-22	-1	-0.1	-3	93	12	3	9	103
O=C(CC1Nc2ccccc2NC1=O)Nc1cc(Cl)cc(Cl)c1 (centres undefined)	6	1	?	10	89	1	0	-4	94
O=C(CCN1C(=O)/C(=C/c2cccs2)SC1=S)Nc1ccccn1	-24	8	-6.5	-8	99	-23	4	-2	122
Next records
SMILES	VLA-4 inh	GLD-1 RNA inh	MEX-5 binding	Fam108B counter	CIT2-GFP yeast	MCL1 BIM primary	GRK2 inh	Bcl-xL primary	AGP1 TOR yeast
Cc1ccc(N2CC(C(=O)Nc3nnc(SCC(=O)NCC4CCCO4)s3)CC2=O)cc1 (centres undefined)	4	2	-1.3	1	104	1	0	4	106
CC(=O)OC1CSc2nc3ccccc3n2C1 (centres undefined)	13	0	-1.5	-1	91	1	0	3	101
CC(=O)c1cccc(NC(=O)Nc2ccc(C(=O)N3CCCC3)cc2)c1	-1	8	-2.1	-1	103	7	0	3	92
COc1ccc(C2OC(=O)c3ccccc3S2)cc1 (centres undefined)	6	5	0.3	4	99	16	4	8	97
O=C(CSc1ncccc1C(=O)O)NC12CC3CC(CC(C3)C1)C2	8	-4	-1.9	-1	101	1	3	5	109
O=C(CSc1nc2ccccc2c(=O)n1-c1ccc(SC(F)F)cc1)Nc1ccc(N2CCOCC2)cc1	-2	-3	-2.1	-2	105	-6	0	2	111
COCCNC(=O)C(=O)N/N=C/c1ccc(C(=O)OC)cc1	4	-1	0.2	-3	100	5	0	1	101
COC(=O)C(Nc1nccs1)(OC)C(F)(F)F (centres undefined)	-4	7	-20	0	100	68*	0	61*	110
N#Cc1ccc(Cl)cc1NC(=O)COC(=O)c1cccc(S(=O)(=O)N2CCOCC2)c1	10	-5	.	.	93	2	2	4	102
Cc1ccc(C(=O)CSc2nnc(CNc3ccc(C)cc3C)n2Cc2ccco2)cc1	10	11	1.6	0	84	-4	1	-3	99
CC(=O)c1c(C)[nH]c(C(=O)NCCCN2CCCC2)c1C	-16	-3	-1.7	5	103	8	3	9	102
O=C(NNC(=O)C1CCCN(c2ncccn2)C1)c1ccc(F)cc1 (centres undefined)	5	4	2.7	-5	107	7	1	4	107
COc1ccc(C2N(c3cc(Cl)ccc3OC)C(=O)C3CCCN32)cc1OC (centres undefined)	-9	5	5.2	-2	104	1	2	2	113
CC1CCCCC1NC(=O)Cn1[nH]c(=O)c2ccccc2c1=O (centres undefined)	6	-6	-2.3	-4	95	-13	1	-6	99
CCn1c(SCC(=O)NC2CCCC2)nnc1-c1ccco1	-7	5	3.4	0	104	4	0	1	106
Cc1ccc2nc(NC(=O)CN3C(=O)C4CC=CCC4C3=O)sc2c1 (centres undefined)	1	4	.	-2	91	-4	1	-12	105
CCOC(=O)CCSc1n[nH]c(=S)s1	-4	-2	0.3	-3	96	-27	1	-18	113
C=CCn1cnnc1SCC(=O)N(C1CCCCC1)C1CCS(=O)(=O)C1 (centres undefined)	4	-2	.	.	99	.	1	.	101
COCCOC(=O)C1=C(C)NC(=O)NC1c1cccs1 (centres undefined)	0	0	-1.0	-5	99	7	1	3	88
Cc1cc(C)nc(N/C(=N\S(=O)(=O)Cc2ccccc2)Nc2cccc(Cl)c2C)n1	22	3	0.2	2	121	3	1	3	103

Reprinted at random: 4 entries already listed
SMILES	VLA-4 inh	GLD-1 RNA inh	MEX-5 binding	Fam108B counter	CIT2-GFP yeast	MCL1 BIM primary	GRK2 inh	Bcl-xL primary	AGP1 TOR yeast
O=C(/C=C/c1ccccc1)NCCSCc1ccc(Cl)cc1	.	0	1.2	-4	.	1	.	2	.
COc1ccc2oc(C(=O)OCC(=O)Nc3ccccc3)c(C)c2c1	-18	-2	-2.8	-2	92	-3	6	0	92
Cc1cccc(NC(=O)c2ccc(OCC3CCCO3)cc2)c1C (centres undefined)	12	0	0.5	2	102	-17	0	-4	96
CC1CC(OC(=O)CN2CCCCC2)CC(C)(C)C1 (centres undefined)	11	-7	1.8	1	102	-12	0	-3	115

Next part:
SMILES	VLA-4 inh	GLD-1 RNA inh	MEX-5 binding	Fam108B counter	CIT2-GFP yeast	MCL1 BIM primary	GRK2 inh	Bcl-xL primary	AGP1 TOR yeast
O=C(COC(=O)CCC(=O)c1ccc(F)cc1)Nc1ccccc1	10	3	-1.3	0	98	4	2	8	97
CCCSc1nnc(CSc2nc3nc(C)cc(C)n3n2)o1	5	-2	-1.3	-3	91	-4	2	1	84
COc1cc(NC(=O)c2ccc(NC3=NC4CS(=O)(=O)CC4S3)cc2)cc(OC)c1 (centres undefined)	18	0	0.4	-7	97	5	2	8	101
O=C(CCn1ccc([N+](=O)[O-])n1)NC1CCCCCC1	-5	-1	1.8	3	117	-1	3	12	109
